Cardio protect = protects H9c2 cardiomyocytes from peroxide injury | H2O2 injury protection, ATPLite, 2 h | protection from H2O2 cell death, % at 20 µM | hit rate 0.63% among 360,000 | AID 588492;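 active = compounds giving at least 50% protection of heart cells from peroxide-induced death in the single-dose screen, raw or plate-pattern-corrected value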;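 note: 0% = DMSO wells with peroxide and 100% = DMSO wells without peroxide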
ABCB6 inh MLPCN = inhibitors of human ABC transporter ABCB6. K562-ABCB6 porphyrin accumulation, flow cytometry, 1 h; active compounds read low. fluorescence ratio to DMSO, % at 10 µM. hit rate 0.19% among 360,000. AID 602162;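 active = fluorescence ratio to DMSO below 75%, the collection mean minus 3 SD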;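 note: signal is porphyrin accumulated inside mitochondria; 100% equals median channel fluorescence of DMSO control wells; lower ratio means ABCB6 inhibition with less porphyrin fluorescence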
Glyco luc inh = blocks N-linked glycosylation in D54 reporter cells; D54 ERlucT glycosylation luciferase reporter, 24 h; percent of 100 nM tunicamycin response; reporter increase, % at 12.5 µM; hit rate 0.23% among 360,000;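 active = mean luciferase reporter signal, scaled so untreated is 0 and the glycosylation-blocking control 100, at or above a set limit in every replicate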;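 note: luciferase carries N-glycosylation sites so blocking glycosylation raises the light; 0% = median of neutral control wells and 100% = median of 100 nM tunicamycin wells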
MC4R antagonist = antagonists of human melanocortin 4 receptor (MC4R); inhibition, % at 6.5 µM; hit rate 0.48% among 360,000; AID 540295; P32245; MC4R-expressing cells, MTII-stimulated cAMP, LANCE TR-FRET;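 active = inhibition above its plate's cutoff, the mean of tested wells on that plate plus 3 SD, cut at about 29% in these data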;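 note: 0% = Melanotan II alone and 100% = Melanotan II plus saturating MCL0020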
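Test system: U2OS cells stably expressing human melanocortin 4 receptor (MC4R); also added: Melanotan II challenge; compound: 6.5 µM single dose; timing: 30-min compound preincubation, 1-h Melanotan II challenge, 1-h detection, room temperature; signal: Eu-cAMP/anti-cAMP TR-FRET, emission 671 nm; repeats: one well per compound, no replicates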
TLR9-MyD88 inh = blocks human TLR9 binding to MyD88; CHO BLA complementation TLR9-MyD88, CCF4 FRET ratio; inhibition, % at 4.98 µM; hit rate 0.21% among 340,000; Q9NR96+Q99836;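 active = inhibition above the mean over all tested compounds plus 3 SD, cut at about 21% in these data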;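 note: 0% = DMSO only wells and 100% = clavulanate BLA inhibitor control wells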
MC4R ag barr = activates human MC4R beta-arrestin recruitment; activation, % at 8.9 µM; hit rate 0.98% among 360,000; U2OS MC4R beta-arrestin complementation, luminescence; percent of melanotan II response, DMSO zero;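 active = activation above a per-plate cutoff, the mean activation of sample wells on that plate plus 3 SD, cut at about 8% in these data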
NOD2 RIPK2 PPI = NOD2-RIPK2 protein interaction inhibition | inhibition, % at 4.98 µM | hit rate 0.38% among 360,000 | AID 624267 | CHO BLA complementation NOD2-RIPK2, CCF4 ratio; in the data active = inhibition above about 21%;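 note: 0% = vehicle only and 100% = reference blocker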
m5-HT2A agonist = agonists of mouse serotonin 5-HT2A receptor (HTR2A); hit rate 0.66% among 360,000; CHO-K1 mHTR2A beta-arrestin complementation, luminescence; percent of 30 µM serotonin response; activation, % at 7.6 µM; P35363; AID 624169;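 active = activation above a run cutoff, the mean activation of all tested compounds plus 3 SD, cut at about 14% in these data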;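 note: 0% = plate median of compound wells and 100% = 30 µM serotonin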
ABHD5-PLIN5 inh = blocks binding of human ABHD5 to perilipin-5; Q00G26+Q8WTS1; Split G. princeps luciferase complementation, luminescence, 4 h; inhibition, % at 4 µM; hit rate 0.78% among 360,000;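 active = inhibition above the mean inhibition across every tested compound plus 3 SD, cut at about 22% in these data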;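 note: 0% = DMSO only wells and the 100% control is not disclosed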
NCOA2 inhibitor = human SRC2 (NCOA2) inhibition; HEK293 GAL4-SRC2 luciferase reporter, luminescence; inhibition, % at 9 µM; hit rate 0.17% among 370,000; AID 651957;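 active = inhibition above the mean inhibition of all tested compounds plus 3 SD, set per campaign, cut at about 52% in these data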;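 note: 0% = DMSO treated cells and 100% = cells given Gossypol at 36 µM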
Target sequence (Q15596 whole entry, looked up, the tested form may be a part): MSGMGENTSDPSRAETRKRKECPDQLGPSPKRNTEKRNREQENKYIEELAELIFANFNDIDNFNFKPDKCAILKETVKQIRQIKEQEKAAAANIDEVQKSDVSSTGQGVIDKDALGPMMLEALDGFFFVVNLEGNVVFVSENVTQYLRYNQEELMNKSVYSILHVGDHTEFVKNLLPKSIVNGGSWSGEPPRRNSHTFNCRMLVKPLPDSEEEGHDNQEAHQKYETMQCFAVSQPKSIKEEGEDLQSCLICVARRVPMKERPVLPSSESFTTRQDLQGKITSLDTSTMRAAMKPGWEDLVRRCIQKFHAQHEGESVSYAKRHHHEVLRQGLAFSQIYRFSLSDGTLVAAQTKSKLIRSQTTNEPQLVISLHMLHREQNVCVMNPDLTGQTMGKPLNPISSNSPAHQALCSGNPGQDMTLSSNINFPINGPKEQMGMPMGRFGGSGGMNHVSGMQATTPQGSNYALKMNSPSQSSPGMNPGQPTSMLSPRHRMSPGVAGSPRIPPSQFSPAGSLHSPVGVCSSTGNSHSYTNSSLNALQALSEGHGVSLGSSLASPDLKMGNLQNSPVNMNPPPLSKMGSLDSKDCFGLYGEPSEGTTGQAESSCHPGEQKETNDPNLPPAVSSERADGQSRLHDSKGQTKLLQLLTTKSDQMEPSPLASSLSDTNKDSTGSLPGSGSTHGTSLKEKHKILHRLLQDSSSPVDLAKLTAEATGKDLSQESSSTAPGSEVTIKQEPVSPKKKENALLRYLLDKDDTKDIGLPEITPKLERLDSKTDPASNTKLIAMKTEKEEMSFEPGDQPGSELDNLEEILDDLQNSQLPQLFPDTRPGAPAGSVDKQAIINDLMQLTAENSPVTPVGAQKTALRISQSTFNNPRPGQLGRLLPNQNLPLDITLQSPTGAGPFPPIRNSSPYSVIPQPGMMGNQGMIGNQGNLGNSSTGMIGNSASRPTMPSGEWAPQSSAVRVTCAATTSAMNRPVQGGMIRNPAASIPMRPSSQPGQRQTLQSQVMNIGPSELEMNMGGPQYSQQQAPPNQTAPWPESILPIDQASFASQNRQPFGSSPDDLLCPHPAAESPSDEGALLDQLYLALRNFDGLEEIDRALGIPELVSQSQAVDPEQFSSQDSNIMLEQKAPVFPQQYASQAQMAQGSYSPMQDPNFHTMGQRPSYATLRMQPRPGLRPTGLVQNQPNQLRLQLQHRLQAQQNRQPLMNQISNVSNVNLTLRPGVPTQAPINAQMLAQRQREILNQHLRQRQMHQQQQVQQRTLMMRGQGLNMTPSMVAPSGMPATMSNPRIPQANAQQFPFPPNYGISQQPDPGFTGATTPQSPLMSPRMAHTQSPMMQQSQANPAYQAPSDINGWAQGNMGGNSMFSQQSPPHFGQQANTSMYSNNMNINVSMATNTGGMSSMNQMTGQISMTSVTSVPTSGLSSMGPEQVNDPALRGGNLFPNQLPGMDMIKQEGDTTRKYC
* marks the source's active call; other numbers are inactive results; x = no result given.

SMILES	Cardio protect	ABCB6 inh MLPCN	Glyco luc inh	MC4R antagonist	TLR9-MyD88 inh	MC4R ag barr	NOD2 RIPK2 PPI	m5-HT2A agonist	ABHD5-PLIN5 inh	NCOA2 inhibitor
O=C(NCC1CCCO1)c1ccc(N2CCCCC2)c([N+](=O)[O-])c1 (configuration not stated)	3	95	2	-3	1	-3.1	0	-3	-1	2
CC(=O)Nc1cccc(NC(=O)c2ccc(Br)cc2)c1	-6	106	3	16	-4	-3.2	-8	-4	4	8
CC(=O)c1cccc(NC(=O)CCCCCn2nnc3ccccc3c2=O)c1	-1	99	-1	8	-5	-1.0	-10	-1	-4	0
COc1ccccc1CCNC(=O)C1CC(=O)N(c2ccccc2F)C1 (configuration not stated)	16	97	1	12	0	2.4	-7	-14	7	5
O=C(CN1CCN(CC(=O)c2ccc(Cl)cc2)CC1)c1ccc(Cl)cc1	-2	99	1	1	2	-0.6	-10	0	10	-12
CCOCCCNC(=O)c1c[nH]c2cc(C)ccc2c1=O	6	90	2	3	-6	-1.7	-8	3	1	-3
CC(C)Sc1nc2ccsc2c(=O)[nH]1	4	100	1	4	-39	-2.7	5	-5	-2	-16
CC(=O)NCCSC(=O)c1ccc(F)cc1	0	93	2	6	-7	-1.4	-8	1	1	-13
O=C(Nc1ccc(N2CCOCC2)c(Cl)c1)c1c(F)c(F)c(F)c(F)c1F	-4	102	-5	5	-6	-0.4	-10	1	-1	-9
COc1ccc(NS(=O)(=O)c2ccc(NC(=O)C3CCCO3)cc2)cc1 (configuration not stated)	-29	92	0	-2	1	-0.8	-4	1	-2	10
O=C(NCc1ccccc1)NC(=O)c1ccccc1F	8	96	-1	0	6	-0.9	-2	-5	-7	-21
O=C(O)c1cccc(Oc2cccc(Cl)n2)c1	-3	92	2	0	10	-0.4	-3	7	0	-6
N=c1n(CCCOc2ccc(F)cc2)c2ccccc2n1CC(N)=O	-3	96	1	-1	-2	-3.0	-19	-1	-3	5
CNc1oc(-c2ccccc2)nc1S(=O)(=O)c1ccc(C)cc1	-4	97	0	-1	-8	-3.8	-10	1	0	11
O=C(Cn1c(=O)oc2ccccc21)N1CCN(c2ccc(N3CCOCC3)nn2)CC1	3	100	2	6	16	-0.6	0	-3	2	-4
COC(=O)c1ccc(NC(=O)c2ccc(F)cc2)o1	-8	96	3	6	0	0.6	-5	3	-6	-8
N#CCC(=O)N/N=C\c1cc(Br)ccc1OC/C=C/c1ccccc1	-6	101	2	7	-8	3.4	0	-8	-2	-35
S=C(NN=Cc1ccccn1)N(Cc1ccccn1)Cc1ccccn1	32	90	-11	2	-6	-1.1	-16	-4	-15	-29
CCc1cc2c(=O)nc3n(c2s1)Cc1ccccc1/C3=C(/O)c1ccccc1Cl	12	107	10	11	16	-0.2	31*	-2	-1	9
Cc1cccn2c(=O)c3cc(C(N)=S)c(=N)n(CCCOC(C)C)c3nc12	38	105	-5	10	6	1.9	3	4	4	-16

Overlap with the part before: 6 compounds, followed by the next part.
SMILES	Cardio protect	ABCB6 inh MLPCN	Glyco luc inh	MC4R antagonist	TLR9-MyD88 inh	MC4R ag barr	NOD2 RIPK2 PPI	m5-HT2A agonist	ABHD5-PLIN5 inh	NCOA2 inhibitor
O=C(Cn1c(=O)oc2ccccc21)N1CCN(c2ccc(N3CCOCC3)nn2)CC1	3	100	2	6	16	-0.6	0	-3	2	-4
COC(=O)c1ccc(NC(=O)c2ccc(F)cc2)o1	-8	96	3	6	0	0.6	-5	3	-6	-8
N#CCC(=O)N/N=C\c1cc(Br)ccc1OC/C=C/c1ccccc1	-6	101	2	7	-8	3.4	0	-8	-2	-35
S=C(NN=Cc1ccccn1)N(Cc1ccccn1)Cc1ccccn1	32	90	-11	2	-6	-1.1	-16	-4	-15	-29
CCc1cc2c(=O)nc3n(c2s1)Cc1ccccc1/C3=C(/O)c1ccccc1Cl	12	107	10	11	16	-0.2	31*	-2	-1	9
Cc1cccn2c(=O)c3cc(C(N)=S)c(=N)n(CCCOC(C)C)c3nc12	38	105	-5	10	6	1.9	3	4	4	-16
Clc1cc(NCc2cccs2)ccc1N1CCOCC1	-6	100	-1	2	-5	-0.9	7	-8	6	-49
CC1(c2cccc(Br)c2)NC(=O)N(CC(=O)c2ccc3c(c2)OCCO3)C1=O (configuration not stated)	-2	96	2	-5	0	-1.0	-2	0	-7	9
O=Cc1c(N2CCN(c3cccc(Cl)c3)CC2)nc2ccccn2c1=O	43	105	-2	-10	3	-0.6	4	-8	1	14
O=S(=O)(NCCOCCNS(=O)(=O)c1ccccc1)c1ccccc1	8	92	2	3	-1	-1.9	1	1	-5	11
CC(=O)c1ccc(OCC(=O)OCC(=O)c2ccc(S(=O)(=O)N3CCCCC3)cc2)cc1	8	98	0	11	-4	-2.3	-1	-6	-1	10
O=C(COc1ccc(Cl)cc1)Nc1ccc(N2CCN(C(=O)c3ccco3)CC2)cc1	-11	85	-6	-7	6	1.2	-35	2	13	5
c1cncc(-c2nnc3n2N=C(c2cccs2)CS3)c1	19	96	2	-1	12	-0.3	2	0	1	-37
Nc1c(C(=O)NC23CC4CC(CC(C4)C2)C3)sc2nc3c(c(C(F)(F)F)c12)CCC3	2	101	-1	-1	-3	0.6	9	-1	1	1
Cc1ccc(NC(=O)c2ccccc2-c2ccc(C(F)(F)F)cc2)cc1S(=O)(=O)N1CCOCC1	0	96	-4	3	-2	0.0	13	2	-3	-13
C=CC[C@H](CC(=O)NCCO)C(=O)NC[C@@H](OC(=O)[C@@H](CC=C)Cc1ccc(F)cc1)c1ccccc1	1	111	1	2	-3	0.0	-10	-2	5	10
CCOc1ccc(OCCC(=O)OCC(=O)Nc2ccc(N3CCOCC3)cc2)cc1	-3	104	2	13	-16	0.8	5	-1	1	8
CCN(CC)CCCNc1nc2ccccc2[nH]1	26	101	-1	13	8	-2.8	-8	-9	4	4
CCn1c(CSc2nnc3ccccn23)nc2cc(C(=O)O)ccc21	1	95	3	-8	-8	0.1	-1	11	8	4
CCOc1ccccc1NC(=O)c1ccc(-n2cncn2)nc1	10	94	0	-7	-8	0.8	5	2	13	5
CCOC(=O)c1c(-c2cccs2)csc1NC(=O)COC(=O)c1c(C)noc1C	11	96	0	18	-7	-1.6	-5	3	4	8
CCOc1ccc(NS(=O)(=O)c2ccc3[nH]cc(C(=O)NC(C)CC)c(=O)c3c2)cc1 (configuration not stated)	-15	93	1	9	2	-1.9	-9	-6	-2	-8
CCOc1ccccc1-c1nc(CN2CCC(C(=O)N3CCOCC3)CC2)c(C)o1	5	102	2	-3	-5	-2.8	-4	-9	1	-9
Fc1ccccc1-n1cn[nH]c1=S	-12	97	3	6	3	-2.4	-5	0	-4	-4
CCCOc1ccc(C(=O)CCC(=O)NNC(=O)Cn2nc(C)cc2C)cc1	4	88	-1	-4	-8	-3.1	-1	-8	-5	-40
Cc1c(C)c2cc(Cl)c(OCC(=O)Nc3ccccn3)cc2oc1=O	-1	101	0	-4	5	-0.2	-1	-4	-1	-13
CC(C)Oc1ccc(S(=O)(=O)N2CCCCC2)cc1NC(=O)CN1CCCC1c1cccs1 (configuration not stated)	-13	101	-12	24	-8	-2.1	-10	-4	9	1
CCCc1nn(C)c(C(=O)Nc2ccccc2)c1Cl	-5	99	-17	8	-7	-1.1	1	-4	0	-5
Cc1ccc(Nc2c(-c3ccccn3)nc3ccc(C)cn23)cc1	-1	96	10	-3	-3	1.8	0	-9	0	2
O=C(NCc1ccccc1)c1csc(-c2cccnc2)n1	-2	97	-9	5	-2	1.6	-8	2	-2	33
COc1cccc(C(=O)NCC(=O)OCC(=O)Nc2ncc(Cl)cc2Cl)c1	1	89	0	23	18	-2.4	-5	-3	0	-26
COc1ccc(C(C(=O)NC(C)(C)C)n2c(=O)c(-c3ccco3)nc3ccccc32)cc1 (configuration not stated)	x	x	x	x	x	x	0	6	73*	10
O=C(O)c1cccc(C(=O)O)c1Br	2	94	2	-5	-10	-1.4	-5	-1	0	7
c1ccc2sc(SCSc3nc4ccccc4s3)nc2c1	5	101	-8	-5	-4	-2.0	5	1	-5	-23
COc1cc(NC(=O)CCCN2C(=O)NC(C)(C)C2=O)cc(OC)c1	21	103	2	10	7	-2.0	-1	-5	2	-1
O=C(N/C=C\c1ccccc1)NCc1ccc(Cl)cc1	6	96	1	12	-8	-1.1	6	-1	1	-21
O=C(Nc1nnc(S(=O)(=O)N2CCCCCC2)s1)c1ccccc1	-31	98	0	4	6	0.1	-5	0	3	-42
O=C1OCCN1C(=O)[C@H]1[C@H](c2ccc(Cl)cc2)C(c2ccccc2)=NN1c1ccc(Br)cc1	18	100	2	6	-9	-1.4	14	-2	-8	-21
O=C(CSc1nnc(-c2ccccc2O)o1)Oc1ccc(Br)cc1	-1	101	0	2	7	2.6	-4	-2	3	-15
C=CC[C@H](CC(=O)N(CCO)Cc1ccccc1)C(=O)N[C@@H](COC(=O)[C@@H](CC=C)Cc1ccc(F)cc1)Cc1c[nH]c2ccccc12	-14	97	2	8	-2	-1.4	-4	2	8	-53
Cc1ccc2nc(-c3ccc(NC(=O)COCC(=O)O)cc3)sc2c1	-7	101	-2	-3	5	-0.9	-8	8	4	-45
O=C(CN1C(=O)NC(c2ccccc2)(c2ccccc2)C1=O)NCC(=O)Nc1ccc(F)cc1	-9	96	-1	3	5	-1.1	-4	-4	4	19
CCCS(=O)(=O)NC(=O)C1(C)CCN(C(=O)c2cc(C(C)(C)C)nn2C)C1 (configuration not stated)	-6	92	1	3	x	-0.5	-4	6	8	-13

NOD2 RIPK2 PPI: entries above that show a hit
mol | ABCB6 inh MLPCN | Glyco luc inh | MC4R antagonist | TLR9-MyD88 inh | MC4R ag barr | NOD2 RIPK2 PPI | m5-HT2A agonist | ABHD5-PLIN5 inh | NCOA2 inhibitor
CCc1cc2c(=O)nc3n(c2s1)Cc1ccccc1/C3=C(/O)c1ccccc1Cl | 107 | 10 | 11 | 16 | -0.2 | 31* | -2 | -1 | 9

Gathered by group, those above containing an aryl thioether with sulfur outside any ring (four)
SMILES	Cardio protect	ABCB6 inh MLPCN	Glyco luc inh	MC4R antagonist	TLR9-MyD88 inh	MC4R ag barr	NOD2 RIPK2 PPI	m5-HT2A agonist	ABHD5-PLIN5 inh	NCOA2 inhibitor
CC(C)Sc1nc2ccsc2c(=O)[nH]1	4	100	1	4	-39	-2.7	5	-5	-2	-16
CCn1c(CSc2nnc3ccccn23)nc2cc(C(=O)O)ccc21	1	95	3	-8	-8	0.1	-1	11	8	4
c1ccc2sc(SCSc3nc4ccccc4s3)nc2c1	5	101	-8	-5	-4	-2.0	5	1	-5	-23
O=C(CSc1nnc(-c2ccccc2O)o1)Oc1ccc(Br)cc1	-1	101	0	2	7	2.6	-4	-2	3	-15

Screening data as filed in PubChem BioAssay.

Not all compounds are listed, so the mix of outcomes need not match the whole.
